Xi reactivation: X-chromosome reactivation activator; XiGFP mouse fibroblasts, % GFP-positive cells imaging, 3 d; cells co-treated with 5-aza-dC sensitizer; scaled so ellipticine positive control = 100%; activation, % at 7.58 µM; 360,000 tested, 0.055% active; AID 743238;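 active = mean normalized replicate activation at least 10% and every replicate at or above 10%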;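 also: 0% = median of on-plate neutral control wells and 100% = ellipticine 6 µM median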
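Schedule: 3 d treatment, 15 min room-temperature fixation; system: 68-5-11 XiGFP fibroblast line; buffer or medium: DMEM plus 5-aza-dC sensitizer; control set: ellipticine 6 µM positive control; compound: one concentration, pinned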
RAD54 branch: RAD54 (human) branch migration inhibition. Q92698. RAD54 Holliday junction branch migration, FAM/BHQ fluorescence. inhibition, % at 10.4 µM. 360,000 tested, 0.14% active. AID 602329;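 active = mean normalized replicate activity at least 40 and at least half of replicates scoring 40 or more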;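 also: 0% = median of neutral control wells and 100% = median of positive control wells; inhibitors cause a drop in the FAM fluorescence signal; in these data hits start at about 50%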
Target sequence (Q92698 whole entry, looked up): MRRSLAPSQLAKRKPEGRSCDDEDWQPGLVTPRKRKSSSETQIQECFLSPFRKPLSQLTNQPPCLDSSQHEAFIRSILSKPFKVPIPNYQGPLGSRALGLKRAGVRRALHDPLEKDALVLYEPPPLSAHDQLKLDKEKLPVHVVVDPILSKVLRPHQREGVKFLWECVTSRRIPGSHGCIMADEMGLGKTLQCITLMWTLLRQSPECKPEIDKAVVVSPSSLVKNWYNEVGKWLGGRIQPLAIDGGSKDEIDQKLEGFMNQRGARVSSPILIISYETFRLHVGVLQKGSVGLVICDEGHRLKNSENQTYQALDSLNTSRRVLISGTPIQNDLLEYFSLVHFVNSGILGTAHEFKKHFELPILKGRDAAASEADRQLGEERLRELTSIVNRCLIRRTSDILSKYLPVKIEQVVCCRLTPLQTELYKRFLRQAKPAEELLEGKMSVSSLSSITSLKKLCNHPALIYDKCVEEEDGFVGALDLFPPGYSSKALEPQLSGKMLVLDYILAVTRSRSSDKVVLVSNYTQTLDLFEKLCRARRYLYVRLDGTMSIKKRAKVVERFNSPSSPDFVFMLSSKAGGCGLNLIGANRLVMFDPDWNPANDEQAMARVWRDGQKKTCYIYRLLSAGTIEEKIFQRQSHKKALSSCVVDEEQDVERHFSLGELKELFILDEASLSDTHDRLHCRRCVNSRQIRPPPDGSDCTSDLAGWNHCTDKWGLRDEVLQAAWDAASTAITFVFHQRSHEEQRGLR
* marks the source's active call; other numbers are inactive results.

SMILES	Xi reactivation	RAD54 branch
COc1ccccc1-c1c(C(F)(F)F)oc2cc(OCC(=O)Nc3ccccc3C(F)(F)F)ccc2c1=O	0.2	-1.3
CCOc1ccc(/C=C(\C#N)C(=O)Nc2cccnc2)cc1	0.6	-7.4
Cc1ccc(CN2C(=O)NC(Cc3c[nH]c4ccccc34)C2=O)cc1 (centres undefined)	0.0	-4.0
O=C(Nc1ccccn1)C1(c2cccs2)CCOCC1	0.1	5.3
Cc1ccc(S(=O)(=O)Nc2ccc(NC(=O)Nc3ccc(F)cc3F)cc2)cc1	0.0	4.3
N=c1scc(-c2ccccc2)n1/N=C/c1ccco1	0.3	-3.7
CC(C)Oc1ccc(C(CC(=O)N(C)CCC#N)c2ccc(F)cc2)cc1 (centres undefined)	0.3	2.9
O=[N+]([O-])c1cc(Cl)ccc1N1CCN(c2cccc(C(F)(F)F)c2)CC1	0.0	4.6
CN(C)Cc1ccccc1Sc1ccc(O)cc1O	0.0	3.9
S=C1NC2=C(CCC/C2=C\c2ccccc2)C(c2ccccc2)N1 (centres undefined)	-0.2	-1.3
COCCCNC(=S)N(Cc1cccnc1)Cc1ccc(OC)c(OC)c1	0.0	-6.7
C=C(C)C1CC=C(C)/C(=N\NC(=S)Nc2ccc(C)cc2)C1 (centres undefined)	0.4	-1.1
Cc1ccc(N=C2NC(=O)/C(=C/c3cccs3)S2)cc1C	0.0	-9.7
CCOC(=O)c1ccc(N/C=C\C(=O)c2cccc(OC)c2)cc1	0.0	3.1
CCNC(=O)CN(c1ccccc1OC)S(=O)(=O)c1cccs1	0.2	1.1
Cc1ccc(OCCCN2CCOCC2)c([N+](=O)[O-])c1	0.0	-3.5
O=C(NC(=S)Nc1cccc(Cl)c1N1CCCCC1)c1ccc2c(c1)OCCO2	0.1	5.7
Cc1cc(N2CCOCC2)nc(-c2ccc([N+](=O)[O-])cc2)n1	0.1	-6.5
CC(=O)c1cc(C(=O)c2ccccc2)sc1Nc1ccccc1	0.8	4.9
O=S(=O)(/N=C(/Nc1ccc(F)c(F)c1F)c1ccccc1)c1ccccc1	8.2	-5.6
COc1ccc(/C=N/NC(=O)CCc2n[nH]c(=O)[nH]c2=O)cc1OC	0.3	-5.3
O=C(CN(CCc1ccccc1)S(=O)(=O)c1ccc(Cl)cc1)N/N=C/c1ccc2c(c1)OCO2	0.0	-13.7
CCOC(=O)c1cccc(N2C(=O)Nc3ccccc3N2O)c1	0.0	-12.5
Cc1c(C(=O)O)cccc1N1C(=O)Nc2ccccc2N1O	0.0	-0.5
O=C(Nc1ccc2cn[nH]c2c1)c1c(Cl)cccc1Cl	0.1	3.3
Cc1cc(C)nc(N/N=C/c2ccccc2OCc2ccc(Cl)cc2)n1	-0.1	-3.9
Cc1ccc(N=C2NC(=O)/C(=C/C=C/c3ccco3)S2)cc1C	0.9	-2.1
CCOc1ccc2c(c1)-c1c(ssc1=S)C(C)(C)N2C(=O)CSC1=NCCS1	0.0	-4.8
COc1cccc(C(=O)Nc2cccc(C(=O)NCC(C)C)c2)c1	0.1	4.1
CCN(CC)S(=O)(=O)c1ccc(N2CCOCC2)c(NC(=O)CCC2CCCCC2)c1	0.0	3.8
COc1ccc(C(=O)C(C)Oc2cccc(NC(=O)c3cccc([N+](=O)[O-])c3)c2)cc1 (centres undefined)	-0.1	-1.9
O=C(NC(=S)Nc1nc2c(s1)CCCC2)c1ccc(C(=O)c2ccccc2)cc1	0.6	-7.2
Oc1ccccc1/C=N/Nc1cc(N2CCCC2)nc(N2CCCC2)n1	-0.1	-2.7
O=[N+]([O-])c1cccc(-c2nnc3ccc4ccccc4n23)c1	0.1	3.6
NNC(=O)Cn1c(COc2ccc(Cl)cc2)nc2ccccc21	0.0	-5.3
COc1cccc(C(=O)CN(C(=O)c2ccc(Cl)cc2Cl)N2C(=O)c3ccccc3C2=O)c1	0.2	-3.8
Cc1ccnn1CC(=O)N/N=C/c1ccc2c(c1)OCO2	-0.1	-7.6
CN(Cc1ccccc1)C(=O)c1oc(=O)c2ccccc2c1-c1ccccc1	-0.1	0.3
C/C(=N/O)c1c(O)c(C)c(-c2ccccc2)n(-c2ccccc2)c1=O	0.0	-5.0
O=C(COC(=O)C1(c2cccc(F)c2)CCCC1)NCc1ccc2c(c1)OCO2	0.0	1.1
COc1ccc(OCCCC(=O)Nc2cccc([N+](=O)[O-])c2)cc1	-0.1	1.5
COc1ccc(C(=O)/C=C/c2ccc(OC)c(CN3CCOCC3)c2)cc1	0.0	1.4
COc1ccc(C(=O)NNC(=O)C(Cc2ccc(O)cc2)NC(=O)c2ccccc2NC(=O)c2ccc(OC)cc2)cc1 (centres undefined)	0.2	0.8
COc1cc(NC(=O)c2cccs2)c(OC)cc1NC(=O)c1ccco1	0.1	-4.6
Cc1ncc([N+](=O)[O-])n1CC(=O)NC1CCCCC1	0.5	-0.6
O=C(O)CCCCCN1C(=O)/C(=C/c2ccncc2)SC1=S	0.0	-11.9
Cc1ncc(CO)c(/C=N/NC(=O)c2ccc(O)cc2)c1O	-0.4	5.9
Cc1cccn2c(=O)c(/C=C(\C#N)C(=O)NC3CCS(=O)(=O)C3)c(N3CCC(C)CC3)nc12 (centres undefined)	-0.1	-10.1
Cc1c(Cl)c([N+](=O)[O-])nn1Cc1ccc(C(=O)N/N=C\c2ccccn2)o1	-0.1	0.5
CC(=O)NC(CC(=O)NC1CCCCCC1)c1ccccc1 (centres undefined)	-0.1	6.1
COc1cc(/C=N/N=C(/C(=O)c2ccccc2)c2ccccc2)cc(OC)c1O	0.1	-4.1
N#CC1(C#N)C(C(N)=O)C1c1ccccc1 (centres undefined)	0.3	-8.3
Cc1ccc(NC(=O)NC(=O)CSc2nnc(-c3ccc(OC(F)F)cc3)n2N)c(C)c1	0.2	10.1
CCC(=O)NC(=S)Nc1ccc(NC(=O)CC)cc1	0.1	0.7
CC1CCCC/C1=N\Nc1ccc(S(N)(=O)=O)cc1[N+](=O)[O-] (centres undefined)	0.0	-3.2
CCOC(=O)C(C(=O)OCC)C(C)(C)/C(C)=N\Nc1ccc([N+](=O)[O-])cc1[N+](=O)[O-]	0.0	-11.0
CCCOc1ccc(Cn2ccnc2)cc1[N+](=O)[O-]	0.0	10.3
O=C(CSc1nnnn1-c1ccc(Cl)cc1)Nc1cccnc1Cl	0.0	-15.5
COCCCNCCOCCOc1ccccc1-c1ccccc1	0.0	-0.2
CCOc1cc(/C=C(\C#N)C(N)=O)ccc1OS(=O)(=O)c1ccccc1	-0.1	-7.2

(next part)
SMILES	Xi reactivation	RAD54 branch
O=S(=O)(c1ccc2ccccc2c1)N1CCN(C(=S)Nc2ccc(F)c(Cl)c2)CC1	0.2	-4.1
CCOC(=O)c1ccc(NC(=S)NNC(=O)COC)cc1	1.2	-24.6
O=[N+]([O-])c1ccc(O)c(/C=N/n2cnnc2)c1	0.1	6.6
O=C(Nc1cnccn1)Nc1ccc(Cl)cc1Cl	0.0	5.8
Cc1ccc(-n2c(C)cc(C(=O)COC(=O)c3ccc[nH]c3=O)c2C)cc1	0.5	1.6
O=c1[nH]cc([N+](=O)[O-])cc1Br	0.1	-5.4
Cn1cc(Br)c(C(=O)Nc2nccs2)n1	0.0	5.2
Cc1ccccc1C(=O)NCCCCc1ccccc1	0.0	-5.1
CCOC(=O)c1c(NC(=O)c2cc3n(n2)C(C(F)(F)F)CC(c2cccs2)N3)sc(C)c1C (centres undefined)	-0.1	8.9
Cc1cc(=O)oc2cc(OCC(=O)OCC(=O)Nc3ccc4ccccc4c3)ccc12	0.1	-6.0
C=CCn1c(SCC(=O)NC2CCCc3ccccc32)nnc1-c1ccncc1 (centres undefined)	0.4	-0.9
O=C(CSc1nnc(-c2n[nH]c3ccccc23)n1-c1ccccc1)Nc1ccccc1Cl	0.1	2.4
COc1ccc(-c2c(O)c(C#N)c(-c3ccccc3)n(-c3ccc(OC)cc3)c2=O)cc1	0.0	-6.6
NC(=S)N=Nc1c(O)[nH]c2ccccc12	0.0	-1.6
Cc1ccc(/C=C2\SC(=S)N(CCC(=O)NNC(=O)c3cccnc3)C2=O)cc1	0.2	-7.8
CCOc1ccccc1NS(=O)(=O)c1ccc2c(c1)n(C)c(=O)c(=O)n2C	0.4	-9.9
Cc1nc(-c2cccc3ccccc23)ccc1C(=O)O	0.1	3.1
Cc1cccc(N2CCN(C(=S)NCc3ccco3)CC2)c1C	0.0	0.3
N#Cc1c(NC(=O)CSc2nc3ccccc3s2)sc2c1CCCC2	0.0	-11.7
Cc1sc2ncnc(N/N=C/c3ccccc3O)c2c1C	0.0	-5.5
CCN(CC)S(=O)(=O)c1cccc(NC(=O)CCSc2ccc(Cl)cc2)c1	0.3	11.4
CC(=O)Nc1ccc(-c2cn3cc(C)ccc3n2)cc1	0.2	0.6
COc1cc(/C=N/NC(=O)CN2CCCCC2)ccc1OCc1ccccc1	-0.2	10.4
COCCNC(=O)Cn1c(=O)n(Cc2ccc(C(=O)NCc3ccco3)cc2)c(=O)c2ccccc21	0.2	-1.5
O=S(=O)(Nc1ncn[nH]1)c1ccc(Cl)cc1	0.0	-4.9
Cc1ccc(-c2csc3ncnc(N4CCc5ccccc5C4)c23)cc1	0.0	-3.5
CCCN(Cc1ccccc1)C(=S)Nc1ccc(OC(F)F)cc1	-0.1	1.8
O=[N+]([O-])c1cc(C(F)(F)F)cc([N+](=O)[O-])c1N1CCN(S(=O)(=O)c2ccccc2)CC1	0.2	-1.6
COc1ccc(/C=N/NC(=O)COc2cc(C)cc(C)c2)cc1COC(C)=O	0.0	5.5
Cc1cccn2c(NC(=O)c3cccs3)c(-c3ccccc3)nc12	-0.1	1.3
COc1cc(/C=N/NC(=O)C(Cc2c[nH]c3ccccc23)NC(=O)OCc2ccccc2)cc([N+](=O)[O-])c1O (centres undefined)	-0.1	-2.6
Cc1ccc(-c2nnc(SCC(=O)NC3CCCc4ccccc43)n2N)cc1 (centres undefined)	0.0	0.2
COC(=O)CCC(=O)NNC(=O)c1cccc(Br)c1	0.2	-0.7
COC(=O)C1=NNC2(c3ccc(C)cc3)C(=O)N(c3cccc(C)c3C)C(=O)C12 (centres undefined)	-0.1	-2.7
CC(=O)c1cc(-c2ccccc2)n(CCC(=O)NC2CCCCC2)c1C	0.2	-3.3
COc1ccc(N(C(=O)COc2ccc(F)cc2)S(=O)(=O)c2ccc(C)cc2)cc1	0.2	0.9
O=C(C1=NN[C@@H]2C(=O)N(c3ccccc3C(F)(F)F)C(=O)[C@H]12)c1ccc2ccccc2n1	-0.2	-7.8
CCOc1ccc(-c2csc(NC(=O)CSC3=NC(=O)CN3C(C)=O)n2)c2ccccc12	0.0	3.6
O=C(Nc1ncccn1)c1cc(-c2cccc(Br)c2)nc2ccccc12	0.1	3.0
COc1ccc(-c2cc(-c3ccccc3)c(C#N)c(SCC(=O)Nc3ncc(C)s3)n2)cc1	0.0	0.8
CCCCOc1ccc(C(C)NC(=O)CCS(=O)(=O)Cc2ccc(C)cc2)cc1 (centres undefined)	1.4	5.1
Cc1c(C(=O)NCCSc2ccc(Cl)cc2)cccc1[N+](=O)[O-]	-0.1	4.8
C=CCn1c(O)c(N=Nc2nc3ccccc3c(=O)n2-c2ccccc2)c2ccccc21	-0.1	-6.6
O=C(CCN1C(=O)/C(=C/c2ccc3c(c2)OCO3)SC1=S)Nc1ccccc1	0.1	1.7
COc1ccccc1NS(=O)(=O)c1cc(NC(=O)Nc2ccc(Cl)cc2Cl)ccc1N1CCCCC1	0.0	2.6
Cc1cc(-c2n[nH]c(=S)n2/N=C/c2ccc(Br)s2)n[nH]1	0.0	1.3
CCCc1cc(C(=O)NNC(=S)NCC)c2ccccc2n1	0.3	-2.6
Cc1nn(Cc2ccccc2Cl)c(C)c1NC(=O)c1ccn(C)n1	0.0	-11.9

Of the compounds above, 11 have a thiophene ring, fused or not.
SMILES	Xi reactivation	RAD54 branch
O=C(Nc1ccccn1)C1(c2cccs2)CCOCC1	0.1	5.3
Cc1ccc(N=C2NC(=O)/C(=C/c3cccs3)S2)cc1C	0.0	-9.7
CCNC(=O)CN(c1ccccc1OC)S(=O)(=O)c1cccs1	0.2	1.1
CC(=O)c1cc(C(=O)c2ccccc2)sc1Nc1ccccc1	0.8	4.9
COc1cc(NC(=O)c2cccs2)c(OC)cc1NC(=O)c1ccco1	0.1	-4.6
CCOC(=O)c1c(NC(=O)c2cc3n(n2)C(C(F)(F)F)CC(c2cccs2)N3)sc(C)c1C (centres undefined)	-0.1	8.9
N#Cc1c(NC(=O)CSc2nc3ccccc3s2)sc2c1CCCC2	0.0	-11.7
Cc1sc2ncnc(N/N=C/c3ccccc3O)c2c1C	0.0	-5.5
Cc1ccc(-c2csc3ncnc(N4CCc5ccccc5C4)c23)cc1	0.0	-3.5
Cc1cccn2c(NC(=O)c3cccs3)c(-c3ccccc3)nc12	-0.1	1.3
Cc1cc(-c2n[nH]c(=S)n2/N=C/c2ccc(Br)s2)n[nH]1	0.0	1.3

Source: PubChem BioAssay

Only part of the results is shown; count on the stated rates, not on these rows.
